TRPC4 agonist = opens the mouse TRPC4 cation channel | HEK293 TRPC4beta/mu-opioid, Fluo4 calcium fluorescence; stronger effect = higher value | B-score at 10 µM | 310,000 tested, 0.49% active | AID 2237;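 active means B-score above 5 SD of library B-scores, and initial fluorescence ratio not above library mean plus 5 SD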;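 further: positive B-score marks a calcium rise read as TRPC4 activation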
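System – HEK293 cells stably co-expressing mouse TRPC4beta and mu-opioid receptor · Signal – Fluo4 calcium-sensitive dye fluorescence, kinetic, 1 Hz baseline · Benchmarks – buffer (low) and maximal DAMGO (high) · Read-out – B score of integrated fluorescence ratio per well · Incubation – dye loading 45 min room temperature, 110 s kinetic read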
TRPC6 activator = activates the mouse TRPC6 cation channel; B-score at 10 µM; HEK293-TRPC6 membrane potential dye fluorescence; stronger effect = higher value; Q61143; 310,000 tested, 0.13% active;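 active means B-score of the integrated fluorescence ratio above library mean plus 3 SD, and starting fluorescence ratio within library mean plus 5 SD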;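 further: higher score means more depolarization so channel activation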
PolyA inhibitor = blocks polyadenylation in yeast reporter cells; S. cerevisiae SKY197-pL101 polyadenylation reporter, beta-gal luminescence; efflux-impaired pdr1/pdr3 knockout yeast; score 100 = 6 SD above DMSO; calls only at 12 µM; 300,000 tested, 0.02% active;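 active means lowest replicate activity score at least 50, where 100 means six control SD above control mean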;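 further: yeast exposed to compound for 9 h at 30 °C; higher score means more reporter readthrough which indicates perturbed polyadenylation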
MrgX1 allo act = allosterically activates human MrgX1 receptor signaling | Q96LB2 | MrgX1-HEK293, Fluo-4 calcium flux, FDSS; stronger effect = higher value | B-score at 10 µM | 310,000 tested, 0.63% active;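 active means plate-corrected calcium response at least 3 library SD above typical, normal starting fluorescence, not activating the receptor alone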;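 further: compound read alongside a low EC10 to EC30 dose of BAM8-22 agonist; peak minus trough fluorescence over baseline measured at the second addition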
Target sequence (Q96LB2 whole entry, looked up): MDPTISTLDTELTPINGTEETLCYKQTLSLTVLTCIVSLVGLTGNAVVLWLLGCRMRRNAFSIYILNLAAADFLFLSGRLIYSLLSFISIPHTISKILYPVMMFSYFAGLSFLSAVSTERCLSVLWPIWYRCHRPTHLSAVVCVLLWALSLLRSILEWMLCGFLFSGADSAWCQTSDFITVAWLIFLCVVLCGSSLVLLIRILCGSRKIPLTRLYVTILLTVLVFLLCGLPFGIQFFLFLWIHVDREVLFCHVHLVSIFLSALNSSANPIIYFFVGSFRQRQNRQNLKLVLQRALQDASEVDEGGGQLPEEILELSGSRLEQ
TRPC4 potent = allosteric potentiators of mouse TRPC4 channel; Q9QUQ5; HEK293 TRPC4beta/mu-opioid, DAMGO EC20, Fluo-4 Ca2+ flux; stronger effect = higher value; B-score at 10 µM; 310,000 tested, 0.42% active;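 active means B-score of calcium response area above 5 SD of library B-scores, with initial fluorescence ratio within 5 SD of library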;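 further: B-score of integrated fluorescence ratio over time as area under calcium response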
HIF activator = HIF pathway transcriptional activation | U2OS HRE-luciferase reporter, luminescence; normalized: DMSO 0%, desferrioxamine 100% | activation, % at 7.5 µM (by protocol) | 300,000 tested, 0.32% active | AID 1910;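 active means mean activation of at least 10% of the iron chelator positive control signal, with at least half of replicates also reaching 10%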
MrgX1 antag = antagonists of human MrgX1 receptor; B-score at 10 µM; 310,000 tested, 1.3% active; Q96LB2; MRGX1-HEK293 calcium flux, Fluo-4, BAM8-22 antagonism; stronger effect = lower value;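 active means calcium-response B-score plate-corrected more than 3 library SD below zero, starting fluorescence within 5 deviations, no agonist response on first addition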;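 further: peak minus trough fluorescence over baseline after final BAM8-22 challenge near maximal dose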
TRPC4 block = blocks the mouse TRPC4 cation channel | 300,000 tested, 0.39% active | B-score at 10 µM | AID 2247 | Q9QUQ5 | HEK293 TRPC4beta/mu-opioid, DAMGO-evoked Fluo4 calcium flux; stronger effect = lower value;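 active means B-score over 3 SD under the library average, no early fluorescence shift, positive overall ratio signal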
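Signal: kinetic Fluo4 fluorescence imaging of calcium influx. Material: stable TRPC4beta/mu-opioid receptor HEK293 cells. Probe or stimulus: DAMGO in two steps, submaximal then maximal.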
MrgX1 agonist = agonists of human MrgX1 receptor; Q96LB2; MrgX1-HEK293 cells, Fluo-4 calcium fluorescence, agonist mode; stronger effect = higher value; B-score at 10 µM; 310,000 tested, 0.44% active; AID 588627;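 active means calcium response B-score plate-corrected fluorescence ratio at least 3 library SD, with starting fluorescence B-score inside 5 SD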
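Material – MrgX1-expressing HEK293 cells · Input – 15,000 cells seeded per well · Dosing – compound as first of three additions · Times – overnight seeding, then 1 h dark dye loading · Measured by – kinetic Fluo-4 NW fluorescence of intracellular calcium · Read-out – B-scored fluorescence response ratio · Benchmarks – positive and negative control wells on each plate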
AI-2 QS modul = modulates the Vibrio harveyi AI-2 quorum sensing system; Vibrio harveyi JMH597 AI-2 luminescence/OD600 ratio, 9 h; stronger effect = lower value; strain lacks LuxN and CqsS sensors; 0 = neutral-control median; activity change, % at 7.5 µM; 300,000 tested, 0.4% active; in the data active means activity change below about -75%, passing the limit was not always enough;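 further: luminescence divided by OD600 gain over 9 h not by final OD600 alone; inactives centre near 13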
TRPC6 inh = mouse TRPC6 channel inhibition; B-score at 10 µM; Q61143; 310,000 tested, 1.1% active; AID 2553; HEK293-TRPC6, membrane potential dye, ACh-evoked depolarization; stronger effect = lower value;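 active means B-score under library mean minus 3 SD, initial fluorescence not abnormally high, positive integrated signal ratio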;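 further: B-score derived from integrated fluorescence ratio over the kinetic read; more negative B-score means stronger inhibition of depolarization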
Starred values were filed as active, the others as inactive; i = inactive. An excerpt; count on the stated rates, not on these rows.

SMILES	TRPC4 agonist	TRPC6 activator	PolyA inhibitor	MrgX1 allo act	TRPC4 potent	HIF activator	MrgX1 antag	TRPC4 block	MrgX1 agonist	AI-2 QS modul	TRPC6 inh
Cc1cc(=O)n2nc(N3CCCC3C(=O)Nc3cccc(Cl)c3C)sc2n1 (stereo not given)	i	i	i	i	i	-0.4	i	i	i	21.0	i
Cc1ccc2c(c1)cc1c(=O)n(CC(=O)NCc3ccccn3)nc(C)n12	i	i	i	i	i	0.9	i	i	i	66.2	i
Brc1cccc(CNc2nc3ccccc3n2CCN2CCCCC2)c1	i	i	i	i	i	-0.5	i	i	i	-3.5	i
O=C(c1ccccc1)c1nn(-c2ccccc2)c2nnc(Cc3ccccc3)c(=O)n12	i	i	i	i	i	0.1	i	i	i	4.1	i
CCc1nc(N2CCCC(C)C2)c2oc3ccccc3c2n1 (stereo not given)	i	i	i	i	i	-0.5	i	i	i	12.1	i
CCC(=O)N1CCc2cc(S(=O)(=O)NC(Cc3ccccc3)C(=O)NC3CCCC3)ccc21 (stereo not given)	i	i	i	i	i	-0.1	i	i	i	33.3	i
Cc1ccc(CC(=O)Nc2nccs2)cc1C	i	i	i	i	i	0.3	i	i	i	2.5	i
Cc1sc(NC(=O)/C=C/c2ccc3c(c2)OCO3)nc1-c1ccccc1	i	i	i	i	i	0.1	i	i	i	16.6	i
Cc1cc(C)nc(SCC(=O)Nc2ncc3c(n2)CC(C)(C)CC3=O)n1	i	i	i	i	i	-0.2	i	i	i	20.6	i
Cc1ccc(Cl)c(OCC(=O)Nc2ccc3c(c2)OCCO3)c1	i	i	i	i	i	2.5	i	i	i	3.6	i
Fc1ccccc1Cc1nnc2n1N=C(c1ccc(Cl)cc1)CS2	i	i	i	i	i	-0.5	i	i	i	3.4	i
Nc1oc2ccccc2c(=O)c1C=O	i	i	i	i	i	0.1	i	i	i	7.8	i
O=C(Cc1cccs1)Nc1cccc(-c2nc3ccccc3[nH]2)c1	i	i	i	i	i	0.6	i	i	i	3.3	i
Cn1c(NC2CCCCC2)cc(=O)n(C)c1=O	i	i	i	i	i	1.0	i	i	i	6.9	i
COC(=O)c1[nH]c2cccc(OC)c2c1NC(=O)CCN1CCN(c2ccccc2OC)CC1	i	i	i	i	i	-0.4	i	i	i	2.4	i
O=C(CNc1ccc2ccccc2c1)N/N=C/c1ccc([N+](=O)[O-])o1	i	i	i	i	i	-0.2	i	i	i	-92.3*	i
O=C(c1ccc(C(F)(F)F)cc1)C1CCCN(C(=O)CCc2cnccn2)C1 (stereo not given)	i	i	i	i	i	-0.3	i	i	i	4.3	i
O=C(NCC1CCCO1)C1c2ccccc2C(=O)N1C1CCCCCC1 (stereo not given)	i	i	i	i	i	-0.3	i	i	i	14.5	i
C=CCOc1cccc(C2C(C(=O)c3ccc(C)o3)=C(O)C(=O)N2CCCn2ccnc2)c1 (stereo not given)	i	i	i	i	i	-0.2	i	i	i	13.3	i
CCN1C(=O)[C@H]2[C@@H](c3ccc(OC)cc3)N3C(=O)CN(CCOC)C(=O)[C@@]3(C)[C@H]2C1=O	i	i	i	i	i	0.0	i	i	i	5.1	i

Only AI-2 QS modul and PolyA inhibitor, for some of the entries so far:
compound,AI-2 QS modul,PolyA inhibitor
O=C(NCC1CCCO1)C1c2ccccc2C(=O)N1C1CCCCCC1 (stereo not given),14.5,i
C=CCOc1cccc(C2C(C(=O)c3ccc(C)o3)=C(O)C(=O)N2CCCn2ccnc2)c1 (stereo not given),13.3,i

The listing continues:
SMILES	TRPC4 agonist	TRPC6 activator	PolyA inhibitor	MrgX1 allo act	TRPC4 potent	HIF activator	MrgX1 antag	TRPC4 block	MrgX1 agonist	AI-2 QS modul	TRPC6 inh
CC(C)N(C(=O)CC1ON(C)C(=O)N1c1ccc(Cl)cc1)C(C)C (stereo not given)	i	i	i	i	i	-0.3	i	i	i	4.9	i
CCOC(=O)N1CCC(NC(=O)c2cc(C)c3c(C)nn(-c4ccccc4)c3n2)CC1	i	i	i	i	i	0.0	i	i	i	24.0	i
CCc1cc2c(SCC(=O)NC3CCS(=O)(=O)C3)ncnc2s1 (stereo not given)	i	i	i	i	i	-0.3	i	i	i	15.4	i
COc1ccc(C(=O)NCc2nnc(SCC(=O)NCCc3ccccc3)o2)cc1	i	i	i	i	i	0.3	i	i	i	6.1	i
CCCCN1C(=O)NC2NC(=O)NC21 (stereo not given)	i	i	i	i	i	0.7	i	i	i	12.8	i
Cc1ccccc1C(=O)N1CCc2cc(-c3csc(NC(=O)CN4CCCC4)n3)ccc21	i	i	i	i	i	2.0	i	i	i	20.4	i
CC(C)NC(=O)C(c1ccc(F)cc1)N(C(=O)CCC(=O)Nc1ccccn1)C1CCCCC1 (stereo not given)	i	i	i	i	i	-0.2	i	i	i	31.7	i
CCCc1nnc(NC(=O)CS(=O)(=O)c2ccc(C)cc2)s1	i	i	i	i	i	0.0	i	i	i	18.2	i
CCc1ncc(CN2CCCC(C(=O)Nc3cccc(-c4ccc(F)cc4)c3)C2)cn1 (stereo not given)	i	i	i	i	i	-0.3	i	i	i	13.2	i
COc1ccccc1CNC(=O)CN1C(=O)C(C)N(c2ccc(C)cc2)C1=O (stereo not given)	i	i	i	i	i	-0.2	i	i	i	17.8	i
CCOc1cc(C(=O)NC(C)c2ccncc2)cc(OCC)c1OCC (stereo not given)	i	i	i	i	i	-0.1	i	i	i	13.8	i
CCOC(=O)c1c(NC(=O)CSc2ncccn2)sc(C(=O)NC)c1C	i	i	i	i	i	0.1	i	i	i	3.5	i
CC1CCCC(C)N1S(=O)(=O)c1ccc(S(=O)(=O)N2CCOCC2)cc1 (stereo not given)	i	i	i	i	i	0.0	i	i	i	17.4	i
COc1ccc(N2CCN(S(=O)(=O)c3c(C)nc4scc(C)n4c3=O)CC2)cc1	i	i	i	i	i	0.5	i	i	i	16.4	i
Cc1ccc(N2C(=O)CC(n3ccnc3)C2=O)cc1C (stereo not given)	i	i	i	i	i	-2.2	i	i	i	-3.8	i
Cc1snc2sc(C(=O)c3ccc(Br)cc3)c(N)c12	i	i	i	i	i	0.9	i	i	i	-2.0	i
Cc1cc(CC(=O)O)c2oc(-c3ccoc3)cc(=O)c2c1	i	i	i	i	i	-2.0	i	i	i	3.3	i
COC(=O)CNC(=O)C1CCCN1C(=O)OC(C)(C)C (stereo not given)	i	i	i	i	i	0.1	i	i	i	18.0	i
Cc1c(NC(=O)Nc2cccc([N+](=O)[O-])c2)c(=O)n(-c2ccccc2)n1C	i	i	i	i	i	-0.2	i	i	i	33.7	i
CCOC(=O)C1=c2s/c(=C\c3ccncc3)c(=O)n2C(N)=C(C(=O)OC)C1c1ccncc1 (stereo not given)	i	i	i	i	i	-0.5	i	i	i	20.0	i
COc1ccc(C)cc1S(=O)(=O)N(CC(=O)Nc1ccc2c(c1)OCCO2)Cc1ccccc1	i	i	i	i	i	-0.6	i	i	i	21.4	i
CCC(=O)c1ccc(OCC(O)Cn2nnc3ccccc32)cc1 (stereo not given)	i	i	i	i	i	3.0	i	i	i	45.2	i
Cc1ccc(-n2cc(CN3CCN(Cc4nccn4C)CC3)c(-c3cccc(C)c3)n2)cc1	i	i	i	i	i	-0.3	i	i	i	7.6	i
Cc1ccc(-n2[nH]c(=O)c(-c3ccccn3)c2C)cc1	i	i	i	i	i	-2.1	i	i	i	6.4	i
CCc1nnc(NS(=O)(=O)c2ccc(NC(=S)NC(=O)/C=C/c3ccc(OC)cc3)cc2)s1	i	i	i	i	i	-0.4	i	i	i	22.2	i
O=C(NCCCN1CCC(Cc2ccccc2)CC1)C1CC(=O)N(C2CCCCCC2)C1 (stereo not given)	i	i	i	i	i	-0.5	i	i	i	6.0	i
CCCC(=O)NCCCc1nc2ccccc2n1CCC	i	i	i	i	i	-0.4	i	i	i	13.6	i
CCc1nc2ccccc2n1Cc1ccc(F)cc1	i	i	i	i	i	0.1	i	i	i	0.6	i
Cc1ccccc1C(=O)N1CCC(C(=O)Nc2nc3ccc(F)cc3s2)CC1	i	i	i	i	i	0.6	i	i	i	4.1	i
COc1cccc(/C=N\n2c(C)nnc2C)c1OC	i	i	i	i	i	0.4	i	i	i	10.8	i
COc1ccc(OCCOC(=O)c2cccs2)cc1	i	i	i	i	i	1.9	i	i	i	-14.4	i
CC(C)(C)NC(=O)c1cccc2c1C(=O)c1ccccc1-2	i	i	i	i	i	-0.2	i	i	i	-3.1	i
COc1ccc(C(CC(=O)O)NC(=O)Cc2ccccc2)cc1 (stereo not given)	i	i	i	i	i	-0.4	i	i	i	17.4	i
COC(=O)c1c(NC(=O)CSc2ncn[nH]2)sc(C)c1C	i	i	i	i	i	0.1	i	-7*	i	55.8	i
Cc1ccccc1NC(=S)NCc1ccco1	i	i	i	i	i	0.0	i	i	i	21.4	i
Cc1ccc(NC(=O)N2CCN(C(=O)c3ccco3)CC2)cc1Cl	i	i	i	i	i	-0.9	i	i	i	10.6	i
COc1ccc(-c2nc3c(=O)n(C)c(=O)[nH]c3n2CCc2ccccc2)cc1	i	i	i	i	i	0.4	i	i	i	3.1	i
COc1cccc(CN(C)CC(=O)Nc2ccccc2C(=O)Nc2ccccc2)c1	i	i	i	i	i	-0.5	i	i	i	3.6	i
COc1ccc(-c2c3c(=O)n(C)c(=O)n(C)c3cn2-c2cccc(OC)c2)cc1	i	i	i	i	i	0.3	i	i	i	31.4	i
CCC1(c2ccccc2)NC(=O)N(CC(=O)Nc2cc(S(=O)(=O)N3CCOCC3)ccc2OC(C)C)C1=O (stereo not given)	i	i	i	i	i	0.7	i	i	i	8.3	i
O=C(Nc1ccc([N+](=O)[O-])cc1Br)c1cccnc1	i	i	i	i	i	-0.6	i	i	i	21.6	i
COc1ccc(NC2(c3ccc(Cl)cc3)C(=O)c3ccccc3C2=O)cc1	i	i	i	i	i	0.3	i	i	i	32.9	i
Cc1cc(NC(=O)CSc2nnc(CNC(=O)c3ccccc3)o2)no1	i	i	i	i	i	-0.2	i	i	i	-8.6	i
